Screening results from PubChem.
H69AR inhibit – growth inhibitors of human H69AR lung tumor cells; H69AR lung tumor viability, ATP luminescence, 72 h; stronger effect = lower value; viability, % at 10 µM; hit rate 6% among 85,000;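 active = viability at or below 40%; inactive = viability above 40%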;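 note: multidrug resistant small cell line overexpressing MRP-1 efflux transporter; 100% = mean luminescence of untreated control wells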
HUVEC prolif 384 – blocks proliferation of human endothelial cells; HUVEC proliferation, CellTiter-Glo luminescence, 72 h; stronger effect = lower value; AID 648; hit rate 1.1% among 86,000; viability, % at 10 µM (by protocol);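 active = viability at or below 30%; inactive = viability above 30%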;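 note: 100% = median luminescence of DMSO-only cell control wells on each plate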
CD11b adhes enh – CD11b/CD18-fibrinogen binding enhancement; P05107+P11215; K562 CD11b/CD18 adhesion to fibrinogen, ATPlite luminescence; activation, % at 10 µM; hit rate 0.07% among 93,000;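 active = 10 µM primary screen giving 50% or more activity, confirmed by 40% or more on retest at that dose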; note: strong numbers were not always called active; reference of the scale not given here
Fibroblast inh – blocks proliferation of human lung fibroblasts. LL 47 human lung fibroblast viability, ATP luminescence; stronger effect = lower value. viability, % at 10 µM. hit rate 1.1% among 85,000;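 active = viability at or below 50% in the single dose screen; inactive = viability above 50%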;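 note: compound exposure lasted 72 h before the ATP readout; 100% = median luminescence of untreated cell-only wells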
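Test system: LL 47 human lung fibroblasts / Quantity: 1,150 cells in each well / Medium: IMEM growth medium with 15% fetal bovine serum / Incubation: 72 h compound exposure at 37 °C after overnight plating / Detection: CellTiter-Glo luminescence measuring cellular ATP / Read-out: % viability versus median cells-only luminescence / Benchmarks: cell-only wells, no compound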
ERa coact pot – enhances coactivator binding to human estrogen receptor alpha. hit rate 1.3% among 86,000. TR-FRET ERalpha-LBD/SRC-Cy5 coactivator binding, 2 h; 100 = basal binding, no effect. P03372. AID 639. coactivator binding (% of control), % at 25.6 µM; in the data active = activity above about 200%;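 note: binding measured in presence of low estradiol as agonist stimulus; 0% = peptide alone without receptor and 100% = receptor with peptide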
Target sequence (P03372 whole entry, looked up, the tested form may be a part): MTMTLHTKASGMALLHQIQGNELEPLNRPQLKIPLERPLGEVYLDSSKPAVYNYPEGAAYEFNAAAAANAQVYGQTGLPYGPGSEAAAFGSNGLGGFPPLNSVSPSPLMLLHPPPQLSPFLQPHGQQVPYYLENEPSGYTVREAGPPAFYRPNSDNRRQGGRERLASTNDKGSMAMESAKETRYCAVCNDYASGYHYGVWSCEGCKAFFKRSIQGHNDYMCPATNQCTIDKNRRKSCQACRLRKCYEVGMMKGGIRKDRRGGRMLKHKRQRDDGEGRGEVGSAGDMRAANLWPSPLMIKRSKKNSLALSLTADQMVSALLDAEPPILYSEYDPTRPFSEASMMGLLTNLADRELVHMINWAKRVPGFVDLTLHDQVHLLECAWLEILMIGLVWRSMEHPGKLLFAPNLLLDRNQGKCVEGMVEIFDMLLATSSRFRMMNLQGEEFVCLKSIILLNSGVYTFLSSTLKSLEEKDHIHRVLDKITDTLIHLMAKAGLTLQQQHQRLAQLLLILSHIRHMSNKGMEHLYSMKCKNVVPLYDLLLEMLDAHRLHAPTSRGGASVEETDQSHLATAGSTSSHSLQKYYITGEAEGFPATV
CD11b adhes inh – inhibitors of human CD11b/CD18 binding to fibrinogen | hit rate 0.54% among 93,000 | inhibition, % at 10 µM | K562 CD11b/CD18 adhesion to fibrinogen, ATPlite luminescence; Mn2+ added to activate the integrin | AID 1497 | P05107+P11215;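 active = primary inhibition of 50% or more at 10 µM, then 40% or more on retest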; note: some results filed as inactive read as strong as hits
ERa SRC1 inh – ER-alpha (human) coactivator binding inhibition; P03372; TR-FRET ER-alpha LBD / SRC-1 peptide, estradiol-bound; inhibition, % at 25.6 µM; hit rate 1.7% among 86,000; AID 629; in the data active = inhibition above about 50%;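 note: 0% = receptor plus peptide control and 100% = peptide only without receptor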
CYP2C19 activ – increases human CYP2C19 enzyme activity; recombinant CYP2C19, luciferin-H EGE luminescence; stronger effect = higher value; 0 = fully inhibited enzyme, 1 = untreated enzyme; P33261; activation factor at 5 µM; 96,000 tested, under 10 active;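 active = activation factor of at least 2 at 5 µM in the primary screen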;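 note: 0 = wells with 2.5 mM tranylcypromine and 1 = vehicle-only wells; values of inactives mirror those of a sister screen read the other way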
Target sequence (P33261 whole entry, looked up): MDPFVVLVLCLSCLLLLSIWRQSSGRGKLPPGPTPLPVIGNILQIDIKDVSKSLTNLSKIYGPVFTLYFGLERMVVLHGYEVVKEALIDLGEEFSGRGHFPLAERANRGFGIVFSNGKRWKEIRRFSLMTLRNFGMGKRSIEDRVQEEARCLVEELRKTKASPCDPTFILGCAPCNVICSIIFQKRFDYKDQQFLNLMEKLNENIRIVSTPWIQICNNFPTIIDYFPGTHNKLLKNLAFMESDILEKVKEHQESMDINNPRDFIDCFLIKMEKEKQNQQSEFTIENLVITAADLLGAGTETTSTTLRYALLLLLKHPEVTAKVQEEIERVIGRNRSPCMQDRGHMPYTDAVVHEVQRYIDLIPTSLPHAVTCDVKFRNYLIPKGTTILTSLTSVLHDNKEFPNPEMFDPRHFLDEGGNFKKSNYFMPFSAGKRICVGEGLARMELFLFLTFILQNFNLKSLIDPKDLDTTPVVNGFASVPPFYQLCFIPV
CYP2C19 inh – inhibitors of human CYP2C19 | AID 778 | inhibition, % at 5 µM | CYP2C19 Supersomes, luciferin-H EGE luminescence, 30 min | hit rate 21% among 96,000;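 active = CYP2C19 inhibition above a set limit at 5 µM in the primary screen, cut at about 50% in these data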;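 note: plate controls were negative control wells for no effect and 2.5 mM tranylcypromine positive control for full effect; values of inactives mirror those of a sister screen read the other way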
* hit, by the source's call; . = no result given; [ ] = another dose, or the depositor's remark.

Value order: CD11b adhes inh	CYP2C19 inh	H69AR inhibit	CYP2C19 activ	CD11b adhes enh	ERa coact pot	HUVEC prolif 384	ERa SRC1 inh	Fibroblast inh
> COc1ccc(NC(=O)c2cnc(C)cn2)cc1-n1cnnn1
    -8.3	-14.4	.	1.1	1.9	.	.	.	.
> CC(=O)Nc1ccc(NC(=O)Cn2cc3c(n2)CCC(C)C3)cc1 (stereo not drawn)
    .	.	98.2	.	.	113.3	88.5	-13.3	93.1
> CC(=O)N1CCc2cc(S(=O)(=O)NC(C(=O)Nc3ccc4c(c3)OCCO4)C(C)C)ccc21 (stereo not drawn)
    -20.5	38.9	95.9	0.6	-5.3	97.4	83.8	-0.3	87.4
> C=CCn1c(SCC(=O)Nc2sccc2C(N)=O)nc2ccc(Cl)cc2c1=O
    40.9	-1.9	16.5*	1	-4.2	121.9	57.2	64.2*[fluorescence artefact?]	84.4
> COC(=O)COc1nsnc1N1CCOCC1
    -8.0	32.5	97.4	0.7	-2.4	125.5	91.5	7.5	98.1
> c1csc(-c2cn3c(n2)SCC3)c1
    4.6	-13.7	82.3	1.1	2.2	103.0	107.0	24.6	111.1
> CCCCCCOC(=O)c1ccc(NC(=O)c2cc(OC)c(OC)c(OC)c2Br)cc1
    24.0	44.3	.	0.6	-0.9	.	.	.	.
> O=C(CCCC(=O)N(c1ccc2c(c1)OCCO2)C(C(=O)NC1CCCCC1)c1ccc(Cl)cc1)Nc1ccccn1 (stereo not drawn)
    -16.6	54.9*	.	0.5	-2.7	.	.	.	.
> O=C(Nc1nnc(SCc2ccc(F)cc2)s1)c1ccco1
    -14.7	4.0	98.0	1	-3.8	132.0	90.1	11.7[fluorescence artefact?]	94.8
> COc1ccc(/C(N)=N/OC(=O)c2cccc([N+](=O)[O-])c2C)cc1OC
    -4.7	28.4	36.4*	0.7	20.2	83.4	69.8	-4.8	93.0

(listing goes on)
Value order: CD11b adhes inh	CYP2C19 inh	H69AR inhibit	CYP2C19 activ	CD11b adhes enh	ERa coact pot	HUVEC prolif 384	ERa SRC1 inh	Fibroblast inh
> COc1cc2oc3ccccc3c2cc1N(CC(=O)N(C)C)S(=O)(=O)c1ccccc1
    24.8	39.5	.	0.6	4.0	.	.	.	.
> COCCCNC(=O)c1cc(OC)c(OC)c(OC)c1
    -4.4	2.5	93.7	1	-1.6	129.5[fluorescence artefact?]	102.0	-6.5	101.2
> CC(C)=CCC/C(C)=C/C=N/NC(=O)c1ccccc1[N+](=O)[O-]
    3.2	10.5	.	0.9	1.0	.	.	.	.
> Cc1oc2nc(SCC(=O)Nc3ccc(S(N)(=O)=O)cc3)nc(NC(=O)c3ccccc3)c2c1C
    -0.2	1.3	49.4	1	-4.5	97.2	73.9	24.1[fluorescence artefact?]	100.0
> Cc1cccn2c(=O)c(/C=C(\C#N)S(=O)(=O)c3ccc(Cl)cc3)c(N3CCC(C(N)=O)CC3)nc12
    2.9	86.2*	82.2	0.1	-2.7	122.2[fluorescence artefact?]	92.3	0.0	103.5
> Cc1occc1C(=O)NCCc1cccc(Cl)c1
    35.4	91.6*	98.7	0.1	-0.5	96.9	95.3	8.0	93.2
> Cc1c(C)c2cc(Cl)c(O)c(CN3CCCC(C)C3)c2oc1=O (stereo not drawn)
    -17.5	18.9	83.9	0.8	2.0	106.3	88.9	-0.2[fluorescence artefact?]	100.2
> Cn1c(=O)[nH]c(=O)c2c1nc(N1CCN(Cc3ccccc3)CC1)n2CCSc1ncccn1
    -8.3	75.4*	77.9	0.2	-3.2	70.0	100.5	-7.5[fluorescence artefact?]	107.0
> C=CCN(CC=C)S(=O)(=O)c1ccc(NC(=S)NC(=O)/C=C/c2ccc(C)cc2)cc1
    -23.1	10.9	.	0.9	2.0	.	.	.	.
> Cc1nn(Cc2cccc(C(=O)Nc3ccn(Cc4ccccc4)n3)c2)c(C)c1[N+](=O)[O-]
    1.3	8.4	.	0.9	-1.4	.	.	.	.

Reformatted as a markdown table: entries from further up
| smiles | CD11b adhes inh | CYP2C19 inh | H69AR inhibit | CYP2C19 activ | CD11b adhes enh | ERa coact pot | HUVEC prolif 384 | ERa SRC1 inh | Fibroblast inh |
| --- | --- | --- | --- | --- | --- | --- | --- | --- | --- |
| COc1ccc(/C(N)=N/OC(=O)c2cccc([N+](=O)[O-])c2C)cc1OC | -4.7 | 28.4 | 36.4* | 0.7 | 20.2 | 83.4 | 69.8 | -4.8 | 93.0 |
| COc1cc2oc3ccccc3c2cc1N(CC(=O)N(C)C)S(=O)(=O)c1ccccc1 | 24.8 | 39.5 | . | 0.6 | 4.0 | . | . | . | . |

The listing continues.
Value order: CD11b adhes inh	CYP2C19 inh	H69AR inhibit	CYP2C19 activ	CD11b adhes enh	ERa coact pot	HUVEC prolif 384	ERa SRC1 inh	Fibroblast inh
> O=C(COc1ccc(Cl)cc1)Nc1nc(-c2cccs2)cs1
    .	.	83.9	.	.	98.2	84.7	-22.1	107.3
> Cc1nc(NC(=O)CCCC(=O)Nc2nc(C)c(C)s2)sc1C
    -33.9	17.5	92.5	0.8	6.8	141.1[fluorescence artefact?]	96.2	-5.7[fluorescence artefact?]	104.0
> Cc1cccc(-n2nnc(C(=O)NCc3ccccn3)c2N)c1
    -9.4	0.8	101.6	1	-0.3	120.4	100.1	2.4[fluorescence artefact?]	112.1
> O=C(NCC1CCCO1)c1nc2c(nnn2Cc2ccccc2Cl)c(=O)[nH]1 (stereo not drawn)
    .	.	100.5	.	.	96.1	97.0	-12.8	95.7
> Nc1ccc(C(=O)n2c3ccccc3c3ccccc32)cc1
    .	.	18.6*	.	.	37.9	44.7	-18.6	49.9*
> COc1ccc2cc(C(c3nnnn3C3CCCCC3)N3CCCCCC3)c3nnnn3c2c1 (stereo not drawn)
    .	.	35.2*	.	.	125.3	84.7	-1.7	87.5
> CN(C)CCNC(=O)Cc1c(C(=O)O)n(C)c2ccccc12
    -12.4	-4.5	93.2	1	-3.0	114.9	94.8	-7.2	92.6
> Cc1ccc2nc(SCC(=O)Nc3nnc(SCC(N)=O)s3)[nH]c2c1
    -8.9	4.0	.	1	-0.1	.	.	.	.
> COc1ccccc1NC(=O)c1nnn(CC(=O)Nc2cccc(SC)c2)c1N
    .	2.3	89.4	1	.	112.3	97.8	9.7	94.4
> Cc1cc(S(=O)(=O)N2CCN(c3ncccn3)CC2)ccc1-n1cnnn1
    .	.	91.9	.	.	86.6	93.2	-10.5	98.7

Later entries:
Value order: CD11b adhes inh	CYP2C19 inh	H69AR inhibit	CYP2C19 activ	CD11b adhes enh	ERa coact pot	HUVEC prolif 384	ERa SRC1 inh	Fibroblast inh
> COc1ccccc1CNC(=O)c1ccc(NS(C)(=O)=O)cc1
    -10.5	-16.1	86.9	1.2	3.4	83.7	107.4	26.4	104.2
> COc1ccccc1N1CCN(C(=O)c2ccc(CS(=O)(=O)c3ccccc3OC)o2)CC1
    -24.0	35.0	80.6	0.7	2.9	109.8	84.2	-1.7	93.7
> COc1ccc2c(=O)c(N3C(=O)c4ccccc4C3=O)coc2c1
    -7.6	1.7	84.1	1	-5.6	95.8[fluorescence artefact?]	101.5	8.6	115.3
> CCCc1nnc(NC(=O)CCC(=O)N2CCCCC2CC)s1 (stereo not drawn)
    -3.9	10.0	92.5	0.9	3.0	109.8	88.2	-7.9	87.1
> CC(=O)Nc1ccc(C#Cc2ccc(NC(C)=O)cc2)cc1
    5.9	6.8	.	0.9	17.2	.	.	.	.
> COc1cccc(NC(=O)Nc2cccs2)c1
    .	.	80.0	.	.	91.8	101.9	5.5	107.9
> COCCn1c(CN2CC(C)CC(C)C2)nc2c1c(=O)n(C)c(=O)n2C (stereo not drawn)
    -0.7	7.5	94.9	0.9	-2.1	113.4[fluorescence artefact?]	103.9	2.2[fluorescence artefact?]	104.4
> COc1ccc(S(=O)(=O)N2CCc3ccccc32)cc1C(=O)OCc1nnc(-c2ccccc2)o1
    -4.1	88.2*	86.8	0.1	0.2	115.0[fluorescence artefact?]	84.6	10.0	105.0
> CC1=C(C(N)=O)C(c2ccccc2)n2nc(-c3ccncc3)nc2N1 (stereo not drawn)
    .	.	98.2	.	.	106.4	99.8	-5.8	99.8
> O=C(CNC(=O)c1ccccc1)NC1(C(=O)NC2CCCC2)CCCCC1
    -0.3	8.9	104.6	0.9	-2.3	99.0	95.7	1.5	91.6

Reformatted as labelled records: three of the compounds above
COc1ccccc1CNC(=O)c1ccc(NS(C)(=O)=O)cc1
  CD11b adhes inh: -10.5
  CYP2C19 inh: -16.1
  H69AR inhibit: 86.9
  CYP2C19 activ: 1.2
  CD11b adhes enh: 3.4
  ERa coact pot: 83.7
  HUVEC prolif 384: 107.4
  ERa SRC1 inh: 26.4
  Fibroblast inh: 104.2

COc1ccccc1N1CCN(C(=O)c2ccc(CS(=O)(=O)c3ccccc3OC)o2)CC1
  CD11b adhes inh: -24.0
  CYP2C19 inh: 35.0
  H69AR inhibit: 80.6
  CYP2C19 activ: 0.7
  CD11b adhes enh: 2.9
  ERa coact pot: 109.8
  HUVEC prolif 384: 84.2
  ERa SRC1 inh: -1.7
  Fibroblast inh: 93.7

COc1ccc2c(=O)c(N3C(=O)c4ccccc4C3=O)coc2c1
  CD11b adhes inh: -7.6
  CYP2C19 inh: 1.7
  H69AR inhibit: 84.1
  CYP2C19 activ: 1
  CD11b adhes enh: -5.6
  ERa coact pot: 95.8[fluorescence artefact?]
  HUVEC prolif 384: 101.5
  ERa SRC1 inh: 8.6
  Fibroblast inh: 115.3

Continuation:
Value order: CD11b adhes inh	CYP2C19 inh	H69AR inhibit	CYP2C19 activ	CD11b adhes enh	ERa coact pot	HUVEC prolif 384	ERa SRC1 inh	Fibroblast inh
> Cc1onc(-c2ccccc2)c1C(=O)Nc1cc(C(F)(F)F)ccc1N1CCOCC1
    17.3	64.6*	22.7*	0.4	-7.6	115.5	39.2	-4.8	47.6*
> Cc1ccc(C)n1-n1c(C)nc2sc3c(c2c1=O)CCCCC3
    -7.9	10.8	87.9	0.9	-1.1	73.5	102.8	9.8	92.5
> O=C(Nc1nc(-c2ccc3c(c2)OCO3)cs1)c1ccncc1
    26.5	63.2*	89.4	0.4	-2.6	71.7[fluorescence artefact?]	82.6	58.0*[fluorescence artefact?]	93.5
> COc1ccc(N2CCN(C(CNC(=O)C3CCCCC3)c3cccnc3)CC2)cc1 (stereo not drawn)
    .	14.6	79.6	0.9	.	94.5	93.9	-3.9	92.7
> Cc1ccnc(N/C=C(/NC(=O)c2ccccc2)C(=O)N/N=C\c2ccc(F)cc2)n1
    -1.1	-13.2	86.5	1.1	-2.0	127.9[fluorescence artefact?]	101.1	-5.0	107.3
> CC(C)C1Cc2c(C#N)c(N)n(C)c(=S)c2CO1 (stereo not drawn)
    -8.4	-5.2	102.2	1.1	-6.2	94.0[fluorescence artefact?]	95.3	-17.4	99.7
> O=C(Cn1nnc(-c2ccncc2)n1)N(C1CCCCC1)C1CCCCC1
    -2.0	87.3*	83.3	0.1	3.1	124.7[fluorescence artefact?]	105.7	-5.3	97.5
> O=C1C(Cl)=C(N2CCOCC2)C(=O)N1c1ccccc1Cl
    -9.3	93.6*	28.4*	0.1	1.1	99.0[fluorescence artefact?]	101.1	-2.7	.
> CCOC(=O)/C(C#N)=C1/SC(CC)C(=O)N1c1ccc(Br)cc1 (stereo not drawn)
    4.3	78.4*	93.4	0.2	5.1	97.8	84.7	-3.9	95.8
